ROC1-CUL1 inh = inhibitors of human ROC1-CUL1 ubiquitin ligase activity. in vitro K48 di-Ub FRET, acceptor:donor ratio, 45 min. inhibition, % at 10 µM. 140,000 compounds, 0.6% hits. AID 1347404; in the data active = inhibition above about 25%
Target sequence (P62877 whole entry, looked up): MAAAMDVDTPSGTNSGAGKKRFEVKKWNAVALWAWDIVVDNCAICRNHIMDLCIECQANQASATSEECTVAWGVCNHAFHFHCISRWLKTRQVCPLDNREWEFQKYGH
Target sequence (Q13616 whole entry, looked up): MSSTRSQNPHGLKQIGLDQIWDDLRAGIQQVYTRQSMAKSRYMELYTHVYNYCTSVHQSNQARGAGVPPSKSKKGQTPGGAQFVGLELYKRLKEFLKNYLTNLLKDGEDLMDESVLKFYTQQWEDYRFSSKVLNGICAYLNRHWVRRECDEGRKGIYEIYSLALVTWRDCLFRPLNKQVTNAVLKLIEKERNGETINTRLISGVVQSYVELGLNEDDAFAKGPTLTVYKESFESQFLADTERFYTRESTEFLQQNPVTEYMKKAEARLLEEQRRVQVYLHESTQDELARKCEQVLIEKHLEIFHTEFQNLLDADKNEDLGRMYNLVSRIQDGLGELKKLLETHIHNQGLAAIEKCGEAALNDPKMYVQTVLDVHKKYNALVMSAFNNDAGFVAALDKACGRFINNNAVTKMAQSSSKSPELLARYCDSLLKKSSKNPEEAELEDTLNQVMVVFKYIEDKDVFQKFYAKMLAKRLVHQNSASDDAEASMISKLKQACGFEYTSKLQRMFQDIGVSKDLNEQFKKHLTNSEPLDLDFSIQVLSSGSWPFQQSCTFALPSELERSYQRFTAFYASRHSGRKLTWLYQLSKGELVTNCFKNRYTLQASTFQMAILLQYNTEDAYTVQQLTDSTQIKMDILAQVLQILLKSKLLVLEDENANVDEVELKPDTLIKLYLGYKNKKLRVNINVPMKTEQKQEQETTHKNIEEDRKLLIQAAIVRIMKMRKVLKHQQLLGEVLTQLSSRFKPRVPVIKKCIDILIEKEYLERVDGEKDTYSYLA
The depositor's hits bear a star. Not all compounds are listed; rates above refer to the full screens.

ROC1-CUL1 inh,smiles
1.5,COc1ccc(CCNC(=O)c2ccc(-c3cccc(Cl)c3)o2)cc1OC
-6.2,CCOc1cc(CNC(C)C)cc(Cl)c1OC
2.7,Cn1cc(CCC(=O)N2CCCC(CNS(=O)(=O)c3cccs3)C2)cn1 (stereo not drawn)
1.2,CCN(CC)c1ccc(/C=N/NC(=O)c2nn(C)c(C)c2Br)c(O)c1
-2.7,COC(=O)c1nnn(-c2ccc(Br)cc2)c1C(=O)OC
8.3,Cc1cccc(CSCc2nnc(N)s2)c1
7.0,O=C(c1ccc(Cl)cc1)c1conc1C(=O)c1cccs1
-1.4,Cn1ccc(C(=O)Nc2ccc(Br)cc2Br)n1
2.4,OCC1(CCOc2ccccc2)CCN(Cc2cccnc2)CC1
-7.2,Cc1cccc(N2CCN(S(=O)(=O)c3c(C(=O)N4CCC(C)CC4)c(C)n(C)c3C)CC2)c1C
7.0,CC(C)(CNC(=O)C1CCCC1)CNC(=O)C1CCCC1
-3.3,CC1=C(C#N)C(=O)N(CCO)C(=O)C1N=Nc1ccc(C(=O)O)cc1 (stereo not drawn)
-3.2,O=C(CCN1C(=O)c2ccc(C(=O)O)cc2C1=O)OCc1ccccc1
-1.1,Cc1ccc(CN2CCCN(Cc3c(C)cc(C)cc3C)S2(=O)=O)cc1
2.3,O=C1C2C3C=CC(C3)C2C(=O)N1CCN1CCN(S(=O)(=O)c2cccs2)CC1 (stereo not drawn)
2.9,C=C(C)CCC(C)N1CCC(CCOC)(C(=O)OCC)CC1 (stereo not drawn)
5.2,CS(=O)(=O)N(CC(=O)NCCc1ccccc1)C1CCCCC1
2.8,COc1ccccc1-c1cn2cc([N+](=O)[O-])ccc2n1
-1.7,CCOC(=O)COc1c(Br)cc(C2NC(=O)N=C(C)C2C(C)=O)cc1OC (stereo not drawn)
9.9,O=C(NC1CC(=O)N(c2cccc(F)c2)C1)c1cc2ccccc2o1 (stereo not drawn)
-6.5,NC(=O)c1cc([N+](=O)[O-])cnc1Nc1cccc([N+](=O)[O-])c1
-2.0,O=S(=O)(Cc1ccc(Cl)cc1)N1CCN(c2ccccc2F)CC1
-3.3,O=C(NCc1ccccc1)c1ccc(Cn2c(=O)c3cccn3c3cccnc32)cc1
-2.8,O=C(Nc1ncc(Cc2ccccc2)s1)c1oc2ccccc2c1Cl
5.3,COc1ccc(C2c3[nH]c4ccccc4c3CCN2C(=O)CNC(C)=O)c(C)c1C (stereo not drawn)

Remaining list, next part:
ROC1-CUL1 inh,smiles
-4.7,O=C1CCCc2nc3nc(SCc4ccccc4Cl)nn3cc21
2.4,O=C(O)CCCC(=O)Nc1ccc(NC(=O)c2ccco2)cc1
1.1,COc1cc2c(cc1OC)C1=C(C#N)CN(CCO)CN1CC2
-0.3,Cc1ccc(C)c(N2CCN(C(=O)Cn3ncc4c(=O)oc5ccccc5c43)CC2)c1
-3.7,CN(C)C1(CNC(=O)COc2ccc([N+](=O)[O-])cc2)CCCCC1
-8.8,c1csc(-c2nnc3n2C2(CCCC2)Cc2ccccc2-3)c1
0.4,CCSc1nc2sc3c(c2c(=O)n1-c1ccccc1C)CCC3
-4.7,Cc1c(C(=O)OC(C)C)sc(NC(=O)CCCOc2ccc(Cl)cc2Cl)c1C(N)=O
0.0,O=C(OCc1ccco1)c1ccc2c(c1)N(Cc1cccc(F)c1)C(=O)c1ccccc1S2
-10.4,Cc1ccccc1NC(=O)CCC(=O)N1CCSc2ccccc21
5.6,CCOC(=O)c1c(C)[nH]c(CCC(=O)NCc2ccc(F)cc2)c1C
1.0,Clc1cccc(-c2noc3ncnc(NC4CCCCC4)c23)c1
-3.5,CC(C)(C)NS(=O)c1ccsc1 (stereo not drawn)
5.1,COc1cccc(CCC2CCCN(Cc3nccn3C)C2)c1 (stereo not drawn)
0.0,CCn1c(=O)n(-c2ccc(F)c(Cl)c2)c(=O)c2sc3ccccc3c21
7.5,COc1ccc(CNC(=O)CS(=O)(=O)c2cccc3nsnc23)cc1
-0.3,NS(=O)(=O)c1ccc(NC(=O)C(F)(F)F)cc1
-3.1,CCS(=O)(=O)N1CC(=O)N(c2cccc(C)c2C)C(C)(C(=O)NC2CCCCC2)C1 (stereo not drawn)
-1.9,CCc1nc(N)c(C#N)c(N)c1C#N
-4.0,COc1ccc(/C=N/NC(=O)CSCC(=O)N/N=C/c2ccc(OC)cc2OC)c(OC)c1
-7.2,O=C(CSc1nc(-c2ccccc2)[nH]c1-c1ccccc1)Nc1ccc2c(c1)OCO2
-7.6,CCOc1ccc(-c2cc(CCCC(=O)NCCc3ccc(SC)cc3)no2)cc1
-4.7,Cc1ccc(C(CCNCc2ccccc2)c2ccco2)cc1 (stereo not drawn)
-5.4,O=C(Nc1ccccc1)c1ccccc1N1C(=O)c2ccccc2C1=O
-11.7,CCCOC(=O)c1c(-c2ccc(Cl)cc2)csc1NC(=O)c1ccco1

Overlap with the part before: 5 entries, followed by the next part.
ROC1-CUL1 inh,smiles
-7.2,O=C(CSc1nc(-c2ccccc2)[nH]c1-c1ccccc1)Nc1ccc2c(c1)OCO2
-7.6,CCOc1ccc(-c2cc(CCCC(=O)NCCc3ccc(SC)cc3)no2)cc1
-4.7,Cc1ccc(C(CCNCc2ccccc2)c2ccco2)cc1 (stereo not drawn)
-5.4,O=C(Nc1ccccc1)c1ccccc1N1C(=O)c2ccccc2C1=O
-11.7,CCCOC(=O)c1c(-c2ccc(Cl)cc2)csc1NC(=O)c1ccco1
-1.8,CCOc1cc(C(OC(=O)c2ccc([N+](=O)[O-])cc2)C2OC(=O)c3ccccc32)ccc1OC (stereo not drawn)
6.3,Cc1ccc(NCc2nc3ccccc3n2C)cc1C
-0.4,Cc1ccc(C(=O)NCCc2ccc(Cl)cc2)cc1-n1c(C)nc2cccnc21
7.7,CC(C)NC(=O)C1CCN(C(=O)c2cnn(-c3ccccc3)c2-n2cccc2)CC1
-7.3,CCOc1ccc(CNS(=O)(=O)c2ccc(-c3coc(C)n3)cc2)cc1
-2.9,COc1ccc(NC(=O)NC2COc3ccccc3C2)cc1Cl (stereo not drawn)
7.5,O=C(O)C1C2C=CC(C2)C1C(=O)N1CCC(Cc2ccccc2)CC1 (stereo not drawn)
-5.3,O=C(Nc1ccc2nc(SCCOc3ccccc3)sc2c1)c1ccc2c(c1)OCO2
8.6,CC(=O)N1CCc2cc(S(=O)(=O)NC(C(=O)Nc3ccc(C)cc3C)C(C)C)ccc21 (stereo not drawn)
-4.0,Cc1ccc(C(C)C)c(OCC(=O)NC(C)C23CC4CC(CC(C4)C2)C3)c1 (stereo not drawn)
73.5*,O=C1C(=C2SCCS2)CC/C1=C\c1ccco1
-2.5,COc1cc(CN2CCNC(=O)C2CC(=O)N2CCCCCC2)cc(OC)c1 (stereo not drawn)
-7.8,O=C(Nc1ccc(-c2cc(-c3ccc(NC(=O)C(F)(F)F)cc3)nc(-c3ccccc3)n2)cc1)C(F)(F)F
-0.7,Cc1ccc(C2CCN(C(=O)c3cnn(-c4ccc(C)c(C)c4)c3C3CCN(C(=O)OC(C)(C)C)CC3)C2)cc1 (stereo not drawn)
-4.0,COc1ccccc1CNc1ncnc2c1nc1n2CCCC1
-5.8,CCC(C)NC(=O)c1sc2nc(C)c(C(=O)Nc3ccc(C)cc3C)c(-c3ccccc3Cl)c2c1N (stereo not drawn)
-3.6,COc1ccc(C2=NS(=O)(=O)N(C)C(C(=O)NC(C)c3ccccc3)=C2)cc1 (stereo not drawn)
1.6,Cc1cccc(/C=N/Nc2cc(N3CCOCC3)nc(N3CCOCC3)n2)c1
14.2,Cc1cc(C)nc(Cn2ncc(N(C)CCc3ccccc3)cc2=O)n1
0.8,Nc1c(C=C2C=CC(=O)C=C2)c(=O)nc2sc(C(F)(F)F)nn12
-1.0,O=C1N(Cc2cccnc2)C[C@@H]2C[C@@H](c3ccc4nsnc4c3)N3CCC[C@@]123
0.1,Cc1ccc(NS(=O)(=O)c2ccc(CCC(=O)NCCCOC(C)C)cc2)cc1
6.1,COc1ncc(CN2CCC3(CCCN(Cc4ccc(F)cc4)C3=O)C2)cn1 (stereo not drawn)
9.5,COc1ccccc1-n1c(SCc2ccc(Cl)c(Cl)c2)nc2sc3c(c2c1=O)CCC3
2.6,O=c1cc(-c2ccccn2)nc(-c2ccc(CN3CCCCCC3)cc2)[nH]1

(listing goes on)
ROC1-CUL1 inh,smiles
-9.6,O=C(NCCSc1c(-c2ccc(F)cc2)[nH]c2ccccc12)c1ccc(S(=O)(=O)N2CCOCC2)cc1
-3.8,CN(C)S(=O)(=O)NCc1cccnc1N1CCCCCCC1
5.0,N#CC1=C(c2ccccc2)N(c2ccc(Cl)cc2Cl)C(=O)C(c2ccccc2)C1=O (stereo not drawn)
1.8,CCOc1ccc2nc(N3CCCN(Cc4cccn4-c4ccccn4)CC3)nc(C)c2c1
1.9,Cn1c(=O)c2nc(Cl)n(CC(=O)c3ccc(Cl)c(Cl)c3)c2n(C)c1=O
-4.8,O=C(COc1ccc(Cl)cc1Cl)NCCSCc1ccc(Cl)cc1Cl
-8.8,CC(/C=C/C=C/c1ccccc1)=N\NC(=O)c1ccncc1
10.0,Cc1cc(=O)oc2c(C)c(OCC(=O)c3ccc(-c4ccccc4)cc3)ccc12
-10.4,Cc1ccc(Cl)cc1NC(=O)Cn1c(=O)n(C(C)C)c(=O)c2oc3ccccc3c21
-3.0,CCS(=O)(=O)N1CCCC(C(=O)Nc2c(F)cccc2F)C1 (stereo not drawn)
4.8,CCCOC(=O)c1c(-c2ccc(OC)c(OC)c2)csc1NC(=O)c1cc2cc(Cl)ccc2oc1=O
0.5,Cc1ccc(CN2CCC(N3CCC(C(=O)N4CCCC4)CC3)CC2)cc1C
-0.3,Cc1oc2ncn(C)c(=O)c2c1C(=O)N1CCN(c2ccccc2F)CC1
3.9,COC(=O)C1CCN(CC(=O)Nc2cc(C)c3c(=O)oc4ccccc4c3n2)CC1
0.1,O=C(c1ccncc1)N1CCCC(N2CCN(Cc3ccc4c(c3)OCO4)CC2)C1 (stereo not drawn)
-1.6,CCC1CCCCN1Cc1cn2c(-c3ccc(Br)cc3)nnc2s1 (stereo not drawn)
3.4,COc1cc(CNC23CC4CC(CC(C4)C2)C3)ccc1OCC(=O)NC(C)(C)C
-2.9,O=C(NCc1ccccc1F)c1sc2ncccc2c1-n1cccc1
-2.6,CN(C)CCNC(=O)c1ccc(OC2CCN(C(=O)CCC3(C)CC3)CC2)c(Cl)c1
-1.8,Cc1ccccc1C(=O)N/N=C/c1ccsc1C
-3.7,CCOc1ccc(CCNC(=O)c2cn(C)c3ccc(S(=O)(=O)N4CCCCC4)cc3c2=O)cc1OCC
-1.6,Cc1oncc1C(=O)Nc1ccccc1
-2.6,Cc1ccc(S(=O)(=O)N2CCOCC2)c(C)c1
-1.4,Cn1c(CO)c(Cl)c(=O)n1-c1ccccc1
-3.2,Cc1ccc(C)n1Cc1ccc(Cl)cc1

Other results follow.
ROC1-CUL1 inh,smiles
2.5,CCCc1nc2ccccc2c(NC(=O)CN2CCCCCC2)c1CC
-2.1,O=C(Cn1cc(/C=c2/sc3nc4ccccc4n3c2=O)c2ccccc21)N1CCCC1
-2.9,Nc1nonc1OCC1CCCO1 (stereo not drawn)
-5.3,O=C(CSc1ncc(CO)n1Cc1ccc(Cl)cc1)NCc1ccc(F)cc1
0.1,O=c1c2c3c(sc2nc2c4ccccc4c(Cl)nn12)CCCCC3
2.9,Cc1ccccc1CS(=O)(=O)Nc1ccccc1C
-0.8,O=C1C(=Nc2ccc(Cl)cc2)CC(c2ccccc2[N+](=O)[O-])N1c1ccc(Cl)cc1 (stereo not drawn)
0.3,O=C(CCC1CCCC1)Nc1ccccn1
-7.4,Cc1c(Cl)cccc1-n1ncc(C(=O)NCCN2CCN(C)CC2)c1C1CCN(C(=O)OC(C)(C)C)CC1
-0.7,Cc1ccc(-n2c(C)cc(/C=C3/C(=O)NC(=S)N(c4ccc(Br)cc4)C3=O)c2C)cc1
-2.3,CCCCC1C(=O)Oc2c(c(=O)n3c4c(cccc24)CCC3)C1=O (stereo not drawn)
-2.8,Cc1cccc(COc2cccc(C3c4c(n[nH]c4C)OC(=N)C3C#N)c2)c1 (stereo not drawn)
-6.2,Nc1nc(-c2ccco2)nn1C(=O)c1ccc(F)cc1
0.7,Cc1ccc(S(=O)(=O)c2nc(-c3cccc(Br)c3)oc2N2CCCCCC2)cc1
7.7,CC(=O)Cn1cnc2c(oc3nc(-c4ccccc4)cc(-c4ccccc4)c32)c1=O
6.2,O=C1OC(c2ccc(Cl)cc2)OC(c2ccccc2)=C1C(=O)c1ccccc1 (stereo not drawn)
-1.9,Cc1ccc(C)c(S(=O)(=O)NCC(=O)Nc2sc3c(c2C(N)=O)CCC(C)C3)c1 (stereo not drawn)
9.4,CC(C)(C)c1cc(=O)[nH]c(N2CCN(Cc3ccc4c(c3)OCO4)CC2)n1
10.3,CC(C)CC(=O)Nc1ccnn1C1CCN(C(=O)c2cnsn2)CC1
4.2,Cn1c(Cc2ccccc2)nnc1SCC(=O)Nc1ccc(Br)cc1Cl
0.1,Cc1c(CC(=O)NCCc2ccco2)c2c(n1CC1CCCO1)CCCC2=O (stereo not drawn)
0.4,O=C(C1CCN(S(=O)(=O)c2cc(Cl)ccc2Cl)CC1)N1CCSCC1
1.6,C=CCn1c(SCc2cccc(C)c2)nnc1-c1cccnc1
-0.1,CCOC(=O)C1CCN(C(=O)CN(c2cccc(F)c2)S(C)(=O)=O)CC1
0.0,O=C(Cn1ncc2c(=O)oc3ccccc3c21)Nc1cc(F)ccc1F

In a second layout: six of the compounds above
| Molecule | ROC1-CUL1 inh |
| --- | --- |
| Cc1ccc(S(=O)(=O)c2nc(-c3cccc(Br)c3)oc2N2CCCCCC2)cc1 | 0.7 |
| CC(=O)Cn1cnc2c(oc3nc(-c4ccccc4)cc(-c4ccccc4)c32)c1=O | 7.7 |
| O=C1OC(c2ccc(Cl)cc2)OC(c2ccccc2)=C1C(=O)c1ccccc1 (stereo not drawn) | 6.2 |
| Cc1ccc(C)c(S(=O)(=O)NCC(=O)Nc2sc3c(c2C(N)=O)CCC(C)C3)c1 (stereo not drawn) | -1.9 |
| CC(C)(C)c1cc(=O)[nH]c(N2CCN(Cc3ccc4c(c3)OCO4)CC2)n1 | 9.4 |
| CC(C)CC(=O)Nc1ccnn1C1CCN(C(=O)c2cnsn2)CC1 | 10.3 |
